Compound activity: PubChem BioAssay, several laboratories
MCL1-BIM inh – MCL1-BIM-BH3 interaction inhibition (human); inhibition, % at 10.9 µM; hit rate 0.68% among 320,000; GST-MCL1 / FITC-Bim-BH3 fluorescence polarization;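 active = inhibition above the mean inhibition of all tested compounds plus 3 SD, set per campaign, cut at about 40% in these data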;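 also: 0% = DMSO wells and 100% = unlabeled Bim-BH3 peptide control; higher means more loss of mP so more displacement of Bim peptide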
Target sequence (Q07820 whole entry, looked up): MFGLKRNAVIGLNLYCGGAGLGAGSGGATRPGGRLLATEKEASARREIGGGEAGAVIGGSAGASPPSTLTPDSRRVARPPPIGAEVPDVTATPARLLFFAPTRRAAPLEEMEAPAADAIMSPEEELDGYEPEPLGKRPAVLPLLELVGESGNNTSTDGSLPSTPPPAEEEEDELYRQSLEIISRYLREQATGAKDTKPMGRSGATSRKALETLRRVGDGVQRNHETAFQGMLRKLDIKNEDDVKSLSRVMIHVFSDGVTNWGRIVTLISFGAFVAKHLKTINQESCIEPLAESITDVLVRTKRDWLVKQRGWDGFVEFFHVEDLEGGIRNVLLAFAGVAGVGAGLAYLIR
MEX-5 binding – C. elegans MEX-5 TCR-2 RNA binding activity. Q9XUB2. MEX-5/FITC-TCR2 RNA binding, fluorescence polarization; hits give low values. activity score (negative = inhibition of binding), % at 10 µM. hit rate 0.38% among 300,000. AID 1832;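 active = inhibition past about -25% in most replicates, and total fluorescence under double the plate's negative control median, limit read from the data; inconclusive = replicates evenly split on the limit, or fluorescence at least double controls; inactive = too little inhibition in most replicates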;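 also: 0% = DMSO and -100% = 5 µM competing unlabeled TCR2 RNA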
Target sequence (Q9XUB2 whole entry, looked up): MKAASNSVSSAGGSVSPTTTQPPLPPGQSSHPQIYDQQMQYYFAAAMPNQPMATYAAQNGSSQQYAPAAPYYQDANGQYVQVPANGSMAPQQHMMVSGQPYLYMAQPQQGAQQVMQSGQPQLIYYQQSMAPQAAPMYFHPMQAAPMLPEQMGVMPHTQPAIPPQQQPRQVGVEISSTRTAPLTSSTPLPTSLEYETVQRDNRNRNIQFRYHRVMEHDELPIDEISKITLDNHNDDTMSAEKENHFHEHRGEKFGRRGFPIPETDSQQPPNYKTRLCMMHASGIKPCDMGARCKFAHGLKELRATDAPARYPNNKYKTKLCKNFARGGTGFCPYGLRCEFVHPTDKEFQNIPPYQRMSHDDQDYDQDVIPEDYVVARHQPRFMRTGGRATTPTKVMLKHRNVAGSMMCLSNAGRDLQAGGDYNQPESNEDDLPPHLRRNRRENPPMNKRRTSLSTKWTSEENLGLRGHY
PME-1 inh – PME-1 (human) inhibition; AID 2130; inhibition, % at 5.9 µM; hit rate 0.53% among 320,000; recombinant PME-1, FP-Rh probe fluorescence polarization;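 active = inhibition above the campaign mean of all compounds plus 3 SD, cut at about 26% in these data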;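 also: competitive labeling of PME-1 active site by serine hydrolase directed probe; 0% = PME-1 with DMSO and 100% = wells lacking PME-1 enzyme; inhibitors block probe labeling so polarization falls and inhibition rises; many of its hits are not listed in these tables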
AHR activator – human AHR activation; AHR-responsive luciferase reporter cells, luminescence; P35869; activation, % at 5 µM; hit rate 2.5% among 320,000; in the data active = activation above about 47%;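 also: 0% = vehicle wells and 100% = reference agonist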
GLD-1 TGE inh – GLD-1-TGE RNA interaction inhibition (C. elegans) | purified GLD-1 + fluorescein TGE RNA, fluorescence polarization | inhibition, % at 5.96 µM | AID 2280 | Q17339 | hit rate 0.44% among 320,000;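 active = percent inhibition above a per-plate cutoff, the plate mean of test compounds plus 3 SD, cut at about 30% in these data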;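 also: 0% = DMSO wells with GLD-1 and probe and 100% = wells lacking GLD-1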
BCLXL inh – blocks human Bcl-xL binding to Bim BH3 peptide. Q07817. GST-Bcl-xL / FITC-Bim BH3 peptide fluorescence polarization. inhibition, % at 10.9 µM. hit rate 0.7% among 320,000;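 active = inhibition above the mean of all tested compounds plus 3 SD, cutoff set per campaign, cut at about 30% in these data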;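 also: 0% = DMSO wells and 100% = unlabeled Bim-BH3 peptide competitor; inhibitors lower millipolarization by displacing the labeled peptide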
Target sequence (Q07817 whole entry, looked up): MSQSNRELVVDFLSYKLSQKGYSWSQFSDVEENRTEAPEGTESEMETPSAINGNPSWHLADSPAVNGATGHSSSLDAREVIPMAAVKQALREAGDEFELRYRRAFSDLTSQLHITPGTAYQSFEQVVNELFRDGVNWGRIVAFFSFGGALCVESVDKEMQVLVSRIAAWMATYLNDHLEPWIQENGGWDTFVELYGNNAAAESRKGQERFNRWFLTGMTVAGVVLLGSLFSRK
pPAFAH FP inh – inhibitors of human plasma PAF acetylhydrolase (pPAFAH) | Q13093 | recombinant pPAFAH, FP-rhodamine probe fluorescence polarization | inhibition, % at 3.39 µM | hit rate 1.5% among 330,000;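 active = inhibition above the mean inhibition across the screen plus 3 SD, cut at about 25% in these data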;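 also: inhibitors block binding of the rhodamine activity-based probe so polarization drops; 0% = enzyme with DMSO and 100% = wells lacking pPAFAH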
PAFAH1B2 FP inh – inhibitors of human PAFAH1B2 | AID 492953 | hit rate 1.2% among 340,000 | recombinant PAFAH1B2, FP-rhodamine activity probe, fluorescence polarization | P68402 | inhibition, % at 3.39 µM;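 active = inhibition above the mean of all tested compounds plus 3 SD, cut at about 24% in these data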;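 also: 0% = enzyme with DMSO and 100% = wells lacking PAFAH1B2; many of its hits are not listed in these tables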
Fam108B counter – blocks mouse Fam108B hydrolase in RBBP9 counter-screen. AID 1947. recombinant Fam108B, FP-Rh probe fluorescence polarization. hit rate 0.33% among 300,000. inhibition, % at 9.51 µM;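 active = inhibition above the screen mean inhibition plus 3 SD, computed separately per campaign, cut at about 18% in these data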;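 also: inhibitors lower polarization as less probe binds the enzyme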
Active calls of the source: *. Only part of the results is shown; count on the stated rates, not on these rows.

How did CN1C(=O)C(=Cc2ccc(N(C)C)c([N+](=O)[O-])c2)C(=O)N(C)C1=O do in these assays?
MCL1-BIM inh: 9.6; MEX-5 binding: -2.6; PME-1 inh: -1.7; AHR activator: 1.9; GLD-1 TGE inh: 6.1; BCLXL inh: 3.4; pPAFAH FP inh: -0.2; Fam108B counter: 0.4

Results for Cc1ccc2c(c1)C(c1ccccc1)NCC(=O)N2 (stereo not given) ?
MCL1-BIM inh: 3.6; MEX-5 binding: -0.2; PME-1 inh: -4.4; AHR activator: 1.7; GLD-1 TGE inh: 2.0; BCLXL inh: 7.5; pPAFAH FP inh: 1.5; PAFAH1B2 FP inh: 3.2; Fam108B counter: 2.0

Results for COc1cc(C2SCC(=O)Nc3c2c(C)nn3-c2ccccc2)cc(OC)c1OC (stereo not given) ?
MCL1-BIM inh: 9.3; MEX-5 binding: -0.5; PME-1 inh: 3.3; AHR activator: 0.0; GLD-1 TGE inh: 7.5; BCLXL inh: 2.5; pPAFAH FP inh: -0.8; PAFAH1B2 FP inh: 5.8; Fam108B counter: 2.9

How did COC(=O)C1=C(c2ccc(F)cc2OCc2ccccc2)C[C@@H]2CC[C@H]1N2C(=O)NCc1cccc(OC)c1 do in these assays?
MCL1-BIM inh: -2.3; PME-1 inh: -1.9; AHR activator: -0.1; GLD-1 TGE inh: 1.6; BCLXL inh: -2.3; pPAFAH FP inh: 1.6; PAFAH1B2 FP inh: 2.1

How did O=C(Cc1ccccc1F)N1CCN(CC(=O)N2CCCC2)CC1 do in these assays?
AHR activator: 0.7; GLD-1 TGE inh: 1.8; pPAFAH FP inh: -0.1; PAFAH1B2 FP inh: 6.9

How did COC(=O)C1=C(c2ccc3ccccc3c2)C[C@@H]2CC[C@H]1N2C(=O)NCCCOC(C)C do in these assays?
MCL1-BIM inh: 6.1; PME-1 inh: -6.3; AHR activator: -0.1; GLD-1 TGE inh: 0.7; BCLXL inh: 7.6; pPAFAH FP inh: 7.7; PAFAH1B2 FP inh: -5.6

Results for C(#CCN1CCCCC1)COCc1ccccc1 ?
MCL1-BIM inh: 4.0; MEX-5 binding: -0.6; PME-1 inh: 2.3; AHR activator: 4.1; GLD-1 TGE inh: -2.8; BCLXL inh: 5.5; pPAFAH FP inh: 5.3; PAFAH1B2 FP inh: 1.9; Fam108B counter: -4.2

How did CC(C)c1ccc(N=Nc2c(O)[nH]c(=O)[nH]c2=O)cc1 do in these assays?
MCL1-BIM inh: 0.8; MEX-5 binding: -5.4; PME-1 inh: -1.4; AHR activator: 2.7; GLD-1 TGE inh: -4.8; BCLXL inh: 1.5; pPAFAH FP inh: 5.4; Fam108B counter: -1.1

How did COc1ccc(CC(=O)Nc2ccc(C#N)c(Cl)c2)cc1S(=O)(=O)N1CCOCC1 do in these assays?
MCL1-BIM inh: -2.7; MEX-5 binding: -1.8; PME-1 inh: 5.2; AHR activator: -0.6; GLD-1 TGE inh: 1.7; BCLXL inh: 2.2; pPAFAH FP inh: 1.6; PAFAH1B2 FP inh: -3.9; Fam108B counter: -3.4

What do the screens show for `COc1ccc(C2(C#N)CCN(C)CC2)cc1`?
MCL1-BIM inh: -4.1; MEX-5 binding: -0.8; PME-1 inh: -4.5; AHR activator: 0.9; GLD-1 TGE inh: 3.4; BCLXL inh: 0.0; pPAFAH FP inh: 1.3; PAFAH1B2 FP inh: 3.2; Fam108B counter: -2.1

How did C[C@]12CC[C@H](O)CC1=C([N+](=O)[O-])CC1C2CC[C@@]2(C)C1CC[C@@H]2O (stereo not given in full) do in these assays?
AHR activator: -2.0; GLD-1 TGE inh: 1.7; pPAFAH FP inh: -1.5; PAFAH1B2 FP inh: 1.3

What do the screens show for `O=C1NC(=O)C(=Cc2coc3ccccc3c2=O)C(=O)N1`?
MCL1-BIM inh: 8.1; MEX-5 binding: -4.4; PME-1 inh: 0.8; AHR activator: 0.9; GLD-1 TGE inh: 14.7; BCLXL inh: 13.0; pPAFAH FP inh: -1.9; PAFAH1B2 FP inh: 4.0; Fam108B counter: 1.5

Results for CC(=O)O[C@@H]1[C@H]2CC[C@@H]3[C@]1(C[C@@H](OC(C)=O)[C@@]1(O)C([C@@H]4O[C@@H]4C1(C)C)[C@]3(C)O)C[C@@]2(C)O (stereo not given in full) ?
MCL1-BIM inh: 4.7; MEX-5 binding: 0.9; PME-1 inh: -2.2; AHR activator: -0.5; GLD-1 TGE inh: 2.9; BCLXL inh: 6.0; pPAFAH FP inh: 10.1; PAFAH1B2 FP inh: 4.4; Fam108B counter: -2.2

What do the screens show for `Cc1cc(/C=C2\C(=O)NC(=O)N(c3cccc(F)c3)C2=O)c(C)n1-c1ccc(C(=O)O)c(Cl)c1`?
MCL1-BIM inh: 1.0; MEX-5 binding: 1.4; PME-1 inh: 0.7; AHR activator: 3.8; GLD-1 TGE inh: 5.9; BCLXL inh: 5.3; pPAFAH FP inh: 8.1; PAFAH1B2 FP inh: -0.3; Fam108B counter: 0.1

How did Cn1cccc1/C=C1\C(=O)NC(=O)N(Cc2ccccc2)C1=O do in these assays?
MCL1-BIM inh: -10.1; MEX-5 binding: -3.4; PME-1 inh: -0.4; AHR activator: 3.1; GLD-1 TGE inh: -10.6; BCLXL inh: -6.2; pPAFAH FP inh: 10.8; PAFAH1B2 FP inh: 9.3; Fam108B counter: 3.7

How did C=C1C(=O)O[C@@H]2C[C@@H](C)[C@@H]3C4OC4C(=O)[C@@]3(C)[C@@H](O)[C@H]12 (stereo not given in full) do in these assays?
MCL1-BIM inh: 8.2; MEX-5 binding: -3.1; PME-1 inh: -0.2; AHR activator: -1.2; GLD-1 TGE inh: 3.3; BCLXL inh: 0.3; pPAFAH FP inh: 0.2; PAFAH1B2 FP inh: 3.0; Fam108B counter: -1.1

Results for COCCOC(=O)C1=C(N)Oc2c(c(=O)oc3ccccc23)C1c1ccncc1 (stereo not given) ?
MCL1-BIM inh: 4.8; MEX-5 binding: 0.0; PME-1 inh: -3.7; AHR activator: 4.2; GLD-1 TGE inh: -8.8; BCLXL inh: -0.6; pPAFAH FP inh: 5.0; PAFAH1B2 FP inh: 1.7; Fam108B counter: 5.4

What do the screens show for `CN1C[C@H](CO)C=C2c3cccc4[nH]cc(c34)C[C@H]21`?
MCL1-BIM inh: 79.1*; MEX-5 binding: inconclusive; PME-1 inh: -1.7; AHR activator: 0.0; GLD-1 TGE inh: 63.6*; BCLXL inh: 70.0*; pPAFAH FP inh: 7.0; PAFAH1B2 FP inh: 3.4; Fam108B counter: 4.5

Results for CC(C)(C)c1ccc(CSc2cnn(C(C)(C)C)c(=O)c2Cl)cc1 ?
MCL1-BIM inh: 0.3; MEX-5 binding: -3.5; PME-1 inh: 3.1; AHR activator: -6.1; GLD-1 TGE inh: -5.3; BCLXL inh: -0.5; pPAFAH FP inh: -2.9; PAFAH1B2 FP inh: -1.5; Fam108B counter: -0.6

What do the screens show for `CC(C)COP(=O)(OCC(C)C)C(O)c1cccnc1` (stereo not given)?
MCL1-BIM inh: 9.4; MEX-5 binding: 0.0; PME-1 inh: 3.2; AHR activator: -0.7; GLD-1 TGE inh: -0.5; BCLXL inh: 5.0; pPAFAH FP inh: -1.4; PAFAH1B2 FP inh: -2.2; Fam108B counter: 2.9

How did CCOC(=O)C1(CCOc2ccccc2)CCN(Cc2cccc(O)c2)CC1 do in these assays?
MCL1-BIM inh: 6.2; MEX-5 binding: -0.5; PME-1 inh: 6.5; AHR activator: 1.3; GLD-1 TGE inh: 5.1; BCLXL inh: 2.7; pPAFAH FP inh: 3.9; PAFAH1B2 FP inh: 5.1; Fam108B counter: 2.8

What do the screens show for `O=C1Nc2ccc(Br)cc2C(c2ccccc2)=NC1O` (stereo not given)?
MCL1-BIM inh: 4.3; MEX-5 binding: 3.8; PME-1 inh: -2.1; AHR activator: 0.8; GLD-1 TGE inh: 2.2; BCLXL inh: 0.6; pPAFAH FP inh: 4.0; PAFAH1B2 FP inh: 0.4; Fam108B counter: -3.2

What do the screens show for `CCN1CCN(Cc2cc3c(cc2[N+](=O)[O-])OCO3)CC1`?
MCL1-BIM inh: 9.5; MEX-5 binding: -1.3; PME-1 inh: -3.1; AHR activator: 5.1; GLD-1 TGE inh: -1.2; BCLXL inh: 0.9; pPAFAH FP inh: -1.7; PAFAH1B2 FP inh: 1.1; Fam108B counter: -6.2

Results for CCCCOP(=O)(CN1CCOCC1)OCCCC ?
MCL1-BIM inh: -9.8; MEX-5 binding: -0.3; PME-1 inh: -1.6; AHR activator: -0.5; GLD-1 TGE inh: 7.8; BCLXL inh: -2.7; pPAFAH FP inh: -2.8; PAFAH1B2 FP inh: 9.0; Fam108B counter: -5.8

Results for CC(C)NS(=O)(=O)c1ccc(OCC(=O)N2CCN(C)CC2)cc1 ?
MCL1-BIM inh: -1.2; MEX-5 binding: 2.0; PME-1 inh: -9.1; AHR activator: 5.1; GLD-1 TGE inh: -10.8; BCLXL inh: -0.2; pPAFAH FP inh: -3.2; PAFAH1B2 FP inh: 0.3; Fam108B counter: -0.2

Results for Cc1ccc(N/N=C/c2c(O)n(-c3ccccc3)c(=O)[nH]c2=O)cc1 ?
MCL1-BIM inh: 2.8; MEX-5 binding: 2.1; PME-1 inh: 3.5; AHR activator: 5.7; GLD-1 TGE inh: 2.1; BCLXL inh: 7.2; pPAFAH FP inh: 2.4; PAFAH1B2 FP inh: -1.6; Fam108B counter: -4.1

Results for O=C(c1ccc(Cl)cc1)C1CCCN(Cc2cccc3cccnc23)C1 (stereo not given) ?
MCL1-BIM inh: -3.0; MEX-5 binding: 1.7; PME-1 inh: 1.6; AHR activator: 6.9; GLD-1 TGE inh: -1.4; BCLXL inh: -5.7; pPAFAH FP inh: 5.8; PAFAH1B2 FP inh: 1.9; Fam108B counter: -4.2

What do the screens show for `CCOC(=O)c1sc(N=Nc2c(O)[nH]c(=O)[nH]c2=O)c(C(=O)OCC)c1C`?
MCL1-BIM inh: -4.7; MEX-5 binding: -0.8; PME-1 inh: 4.0; AHR activator: 19.9; GLD-1 TGE inh: 6.9; BCLXL inh: -0.1; pPAFAH FP inh: -2.2; Fam108B counter: 3.2

Results for CCN(CC)P(=O)(Oc1ccccc1)Oc1ccccc1 ?
MCL1-BIM inh: 2.2; MEX-5 binding: -1.4; PME-1 inh: 0.7; AHR activator: -0.6; GLD-1 TGE inh: 11.2; BCLXL inh: 9.2; pPAFAH FP inh: 0.2; PAFAH1B2 FP inh: 4.8; Fam108B counter: 1.6

What do the screens show for `N/C(=N\[N+](=O)[O-])NCCCC(NC(=O)CNC(=O)c1ccccc1)C(=O)O` (stereo not given)?
MCL1-BIM inh: -3.3; MEX-5 binding: -1.6; PME-1 inh: -3.9; AHR activator: 0.3; GLD-1 TGE inh: -3.9; BCLXL inh: 0.5; pPAFAH FP inh: -1.8; PAFAH1B2 FP inh: 4.0; Fam108B counter: -5.9

How did CN1CCC(n2nccc2N)CC1 do in these assays?
MCL1-BIM inh: 7.4; MEX-5 binding: 2.3; PME-1 inh: 0.9; AHR activator: 0.1; GLD-1 TGE inh: 4.6; BCLXL inh: 4.6; pPAFAH FP inh: 2.9; PAFAH1B2 FP inh: 1.6; Fam108B counter: -2.2
